GAA glycogen = GAA glycogen-cleavage inhibition or activation; P10253; recombinant GAA, glycogen substrate, Amplex Red glucose oxidase fluorescence; Potency, µM (doses to about 76.4 µM), without a hit: at the highest dose activity change, negative = inhibition, most hits filed as inhibitors; 0.38% of 300,000 active; active = well fitted inhibition curve with a large enough effect; inconclusive = small, poorly fitted or top-dose-only effect, or another doubt; inactive = no such curve, though single readings can be large or run the other way;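 also: 0% = full enzyme reaction and -100% = no-enzyme basal signal; the screen sought inhibitors and activators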
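Natural-substrate format: glycogen cleavage by 4 nM human enzyme, glucose read by Amplex Red coupling (Ex 573, Em 610 nm). Normalized to enzyme and no-enzyme controls.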
* = called active by the depositor; ? = inconclusive; [ ] = dose if it differs, or a comment. Potency is read from the fitted curve at half-maximal effect.

SMILES	GAA glycogen
O=C(N/N=C/c1ccco1)c1ccc(NC(=O)c2ccc(Cl)cc2)cc1	1%
OCC[C@@H]1C[C@H](O)[C@@H](O)[C@@]2(Cc3ccccc3CO2)O1	15%[76.3 µM]
Cc1nnc(SCC(=O)Nc2cc(S(C)(=O)=O)ccc2Cl)n1Cc1ccccc1	3%
O=C(Nc1ccc(Oc2ccccc2)nc1)C1CCCCN1Cc1ccco1 (stereo not drawn)	-5%[76.3 µM]
COc1ccccc1CC(NC(C)=O)C(=O)NC1CCN(S(=O)(=O)c2ccc(NC(C)=O)cc2)CC1 (stereo not drawn)	2%
CC(=O)Nc1cc2nc(C)n(Cc3ccccc3)c2nc1C	3%
Cc1ccccc1OCC(=O)Nc1ccc([N+](=O)[O-])cc1	-1%[76.3 µM]
CC1CCCCC12NC(=O)N(CC(=O)c1ccc(Cl)s1)C2=O (stereo not drawn)	-5%[76.3 µM]
O=C(Nc1ccccc1C(=O)N1CCOCC1)C1CC(=O)N(c2ccc(F)cc2)C1 (stereo not drawn)	-6%[76.3 µM]
C/C(=N\NC(=O)c1ccccc1F)c1ccccn1	-8%[76.3 µM]
Cn1c2ccccc2c2nnc(SCCN3CCOCC3)nc21	1%
O=C(CSc1nnc(NC(=O)c2cccc(Br)c2)s1)NCC1CCCO1 (stereo not drawn)	4%[76.3 µM]
COc1ccc(C(=O)N=C2SC3CS(=O)(=O)CC3N2c2ccc(N(C)C)cc2)cc1OC (stereo not drawn)	-1%[76.3 µM]
NC(=O)CSc1nnc(COc2cccc3ccccc23)o1	-16%[76.3 µM]
O=C1CCCN1CCC(=O)N1CCCC(N2CCN(c3ccccc3F)CC2)C1 (stereo not drawn)	-6%[76.3 µM]

As entered above.
GAA glycogen result of O=C(N/N=C/c1ccco1)c1ccc(NC(=O)c2ccc(Cl)cc2)cc1 : 1%
GAA glycogen result of O=C(CSc1nnc(NC(=O)c2cccc(Br)c2)s1)NCC1CCCO1 (stereo not drawn) : 4%[76.3 µM]
GAA glycogen result of COc1ccccc1CC(NC(C)=O)C(=O)NC1CCN(S(=O)(=O)c2ccc(NC(C)=O)cc2)CC1 (stereo not drawn) : 2%
GAA glycogen result of C/C(=N\NC(=O)c1ccccc1F)c1ccccn1 : -8%[76.3 µM]
GAA glycogen result of COc1ccc(C(=O)N=C2SC3CS(=O)(=O)CC3N2c2ccc(N(C)C)cc2)cc1OC (stereo not drawn) : -1%[76.3 µM]
GAA glycogen result of OCC[C@@H]1C[C@H](O)[C@@H](O)[C@@]2(Cc3ccccc3CO2)O1 : 15%[76.3 µM]

Going on with the list:
SMILES	GAA glycogen
O=C(Nc1ccncc1)c1ccccc1Cl	4%
Cc1ccc(S(=O)(=O)N2CCOC2CNC(=O)C(=O)NCc2ccccc2)cc1 (stereo not drawn)	5%[76.3 µM]
C#CC(CCN1CCCCC1)(OC)c1ccccc1 (stereo not drawn)	2%[76.3 µM]
COc1ccc(C(=O)NNC2=NS(=O)(=O)c3ccccc32)cc1OC	2%
CN(CC(=O)NCCCc1ccccc1)Cc1ccc(Br)cc1	8%
CCOc1ccc(C2C(C(N)=O)=C(C)Nc3ncnn32)cc1OC (stereo not drawn)	-3%
CCn1cc(CCC(=O)NC(C)c2ccccc2)c2ccccc21 (stereo not drawn)	-3%
COc1cc(OC)c(OC)cc1CCC(C)NC(=O)Cc1ccccc1 (stereo not drawn)	-1%
O=C(Cc1ccccc1F)Nc1nc(-c2ccc(F)cc2)cs1	3%
O=C(c1ccccc1)N1CCC(CC2CC(c3cccc(Br)c3)=NO2)(C(=O)NCC2CCCCC2)CC1 (stereo not drawn)	8%[76.3 µM]
O=C(c1ccco1)N1CCN(C(=S)Nc2cc(F)cc(F)c2)CC1	0%[76.3 µM]
CC(C)Nc1nc(-c2cccnc2)nc(-c2ccccc2)c1C#N	0%
Cc1cccc(CSc2nc3nc(C)cc(C)n3n2)c1	1%
O=C1C(=O)N(CCCc2ccccc2)c2ccccc21	18%[76.3 µM]
CC(C)C[C@@H](C(=O)NC1CC1)N1C(=O)N2CCc3c([nH]c4ccccc34)[C@@]2(C)C1=O	-7%[76.3 µM]
NS(=O)(=O)c1ccc(CCNCc2cccnc2)cc1	2%[76.3 µM]
CC(C)(C)c1ccc(-c2c(C(=O)O)c(C(=O)O)c3n2CSC3)cc1	-1%
O=C(c1ccc(S(=O)(=O)Nc2ccccc2)cc1)N1CCCC(C(F)(F)F)C1 (stereo not drawn)	-8%[76.3 µM]
COc1ccc(-c2cc(C(F)(F)F)n3nc(C(=O)N4CCN(C(=O)c5ccco5)CC4)cc3n2)cc1	3%[76.3 µM]
O=C(CC(CC(=O)c1ccc(Cl)cc1)c1ccccc1C(=O)O)c1ccc(Cl)cc1	-6%[76.3 µM]
CC(=O)Cn1cnc2c(cnn2-c2ccccc2)c1=O	-6%[76.3 µM]
CS(=O)(=O)N1c2cccc3cccc(c23)S1(=O)=O	5%
CC(C)c1csc(CN2CCC(n3nccc3NC(=O)Cc3ccccc3)CC2)n1	-9%[76.3 µM]
CCC1Oc2ccc(C)cc2N(CC(=O)NCCCN2CCCC2)C1=O (stereo not drawn)	3%
O=C1CCC([N+](=O)[O-])C(c2cc(Br)ccc2F)N1 (stereo not drawn)	14%[76.3 µM]
O=C(Cn1cnc(S(=O)(=O)N2CCCCC2)c1)NCc1ccco1	-3%[76.3 µM]
COc1ccc(C(=O)COc2ccc3c(C)cc(=O)oc3c2)cc1	-3%[76.3 µM]
Cc1ccc(S(=O)(=O)NCC(=O)N2CCCC2C(=O)O)cc1 (stereo not drawn)	5%
Cc1cc(NC(=O)CCN2CCN(C)CC2)ccc1Br	7%[76.3 µM]
O=C(CCN1C(=O)c2ccccc2C1=O)NCc1cccc(Cl)c1	5%
Cc1ccc2c(c1)sc(-c1ccc(N(C)C)cc1)[n+]2C	5%
CN(C)S(=O)(=O)N1CCN(c2ccnc3cc(Cl)ccc23)CC1	-7%[76.3 µM]
COc1ccc(CNC(=O)C(OC(=O)c2cccs2)C(C)C)cc1 (stereo not drawn)	4%[76.3 µM]
CCCCN1C(C(=O)Nc2ncccn2)=C(O)c2ccccc2S1(=O)=O	-7%
COc1ccc(CNC(=O)Cc2cccs2)cc1OC	2%
Cc1ccc(S(=O)(=O)N2CCN(C(=O)c3ccc4c(c3)OCO4)CC2)cc1	-1%
COc1cc2c(cc1OC)C(c1ccccc1Cl)N(C)CC2 (stereo not drawn)	-8%[76.3 µM]
Cc1ccnc(NS(=O)(=O)c2ccc(NC(=O)c3ccc(Cl)cc3[N+](=O)[O-])cc2)n1	-4%[76.3 µM]
COc1ccc(C(=O)N2CCCC(CCC(=O)NCc3ccccc3F)C2)c(OC)n1 (stereo not drawn)	0%[76.3 µM]
Clc1ccc2c(N3CCOCC3)ccnc2c1	5%[76.3 µM]
Cc1nc2ccc(C(=O)N/N=C/c3ccc(O)cc3)cc2[nH]1	0%
Cc1ccc(CNC(=O)CCCn2nc(C)n3ccnc3c2=O)cc1	18%[76.3 µM]
CCCCn1c(SCC(=O)NCc2ccc(OC)c(C(=O)O)c2)nc2cc(S(N)(=O)=O)ccc21	-2%
CC(O)CNc1nc2c(c(=O)n(Cc3ccccc3)c(=O)n2C)n1C (stereo not drawn)	2%
CCCC(=O)N1CCN(c2nnc(-c3ccccc3)c3ccccc23)CC1	9%[76.3 µM]
CC(=O)c1cccc(N(CC(=O)NC2CCCC2)C(=O)CNC(=O)c2cccs2)c1	0%
CCOCCCNC(=O)c1cn2c3c(ccc(Cl)c3c1=O)OC(C)C2 (stereo not drawn)	-8%
CC1(C)Cc2c(cnn2-c2ccc(F)cc2)C(NC(=O)C2=NNC(=O)CC2)C1 (stereo not drawn)	-2%[76.3 µM]
O=C(CCS(=O)(=O)c1ccccc1)NC1CCCCC1	2%[76.3 µM]
Cc1nnsc1C(=O)NC1CCCc2c1cnn2-c1ccccc1F (stereo not drawn)	-3%[76.3 µM]
NS(=O)(=O)c1cccc(NC(=O)c2cccc(-c3ccc(O)cc3)c2)c1	-4%[76.3 µM]
COc1ccc(CNC(=O)CSc2nnc3c(n2)[nH]c2ccccc23)cc1	1%
COc1ccc(N(CC(=O)N/N=C/c2cccnc2)S(=O)(=O)c2ccc(C)cc2)cc1OC	-2%[76.3 µM]
O=C(NC1CCN(S(=O)(=O)c2cccc(F)c2)CC1)c1ccc(F)cc1	-13%[15.3 µM]
COc1ccccc1CNC(=O)c1ccc2nc(N3CCOCC3)sc2c1	-6%[76.3 µM]
C=CCc1cc(Cl)ccc1OCCn1ccnc1	-6%[76.3 µM]
O=C(Cn1nc(-c2ccco2)ccc1=O)Nc1cc(C(F)(F)F)ccc1Cl	-8%[76.3 µM]
COc1ccc(N2CCN(C(=O)CSc3nc4ccccc4c(=O)[nH]3)CC2)cc1	3%
Cc1cccc(Cn2cc3c(=O)n(Cc4cccc(F)c4)nc-3c3ccccc32)c1	-7%
Cc1nn(-c2ccccc2)c(C)c1NC(=O)COC(=O)c1ccc(O)cc1O	2%[76.3 µM]

Molecules listed so far that have a CF3 group (3):
SMILES	GAA glycogen
O=C(c1ccc(S(=O)(=O)Nc2ccccc2)cc1)N1CCCC(C(F)(F)F)C1 (stereo not drawn)	-8%[76.3 µM]
COc1ccc(-c2cc(C(F)(F)F)n3nc(C(=O)N4CCN(C(=O)c5ccco5)CC4)cc3n2)cc1	3%[76.3 µM]
O=C(Cn1nc(-c2ccco2)ccc1=O)Nc1cc(C(F)(F)F)ccc1Cl	-8%[76.3 µM]

Next part:
SMILES	GAA glycogen
CCc1ccc(OCCNC(=O)c2ccco2)cc1	-3%[76.3 µM]
Cc1cccnc1NC(=O)CCCc1c[nH]c2ccccc12	-4%[76.3 µM]
C/C(=N\NC(=O)c1nnn(-c2nonc2N)c1C)c1ccc(-c2ccccc2)cc1	-13%
CCC(Cc1ccccc1)NC(=O)C1CCCCC1 (stereo not drawn)	-7%[76.3 µM]
Cc1cc(OCC(=O)Nc2ccc(CN3CCOCC3)cc2)c2c(C)cc(=O)oc2c1	13%[76.3 µM]
COc1ccc(C(CNC(=O)c2ccc(NS(=O)(=O)c3ccc(F)cc3)cc2)N2CCOCC2)cc1 (stereo not drawn)	2%[76.3 µM]
O=S(=O)(Cc1ccccc1)Nc1ccc(F)cc1	-6%
CN(C)N1C(N)=C(C#N)C(c2ccc(Br)cc2)C2=C1CCCC2=O (stereo not drawn)	?
Cc1nccn1CCCNC(=O)c1nc(Cn2cc([N+](=O)[O-])cn2)no1	3%
O=C(N/N=C/c1ccco1)c1ccc(NC(=O)C2CCCCC2)cc1	-4%[76.3 µM]
Cc1c(Cl)cccc1NC(=O)C1CCCN(S(C)(=O)=O)C1 (stereo not drawn)	-4%[76.3 µM]
CN(C)CCCN(C(=O)COc1ccccc1)c1nc2cc3c(cc2s1)OCO3	-1%[76.3 µM]
CCOc1ccc(N2C(=O)CC(NC3CCN(C(=O)c4cccc(Cl)c4)CC3)C2=O)cc1 (stereo not drawn)	-9%[76.3 µM]
O=C(O)CN1C(=O)/C(=C\c2cc([N+](=O)[O-])ccc2OCc2ccccc2Cl)SC1=S	-8%[76.3 µM]
COc1cccc(OCCCn2ccnc2)c1	5%[76.3 µM]
COc1cc(OC)cc(N(C(=O)CNC(=O)c2cccs2)C(C(=O)NCC2CCCO2)c2ccccc2)c1 (stereo not drawn)	-1%
Cc1ccc(C)c(S(=O)(=O)N2CCN(C(=O)CCNS(=O)(=O)c3ccccc3)CC2)c1	-2%[76.3 µM]
Nc1ccc(C(=O)Nc2cccc3ncccc23)cc1	-6%[76.3 µM]
COc1ccccc1/C=N/NC(=O)c1cccc(NC(=O)c2ccccc2C)c1	-5%[76.3 µM]
Cc1cccc2sc(N(CCN(C)C)C(=O)c3ccc4ccccc4c3)nc12	-5%[76.3 µM]
COc1ccc(OC)c(CC(=O)NC(c2ccccc2)c2ccccc2)c1	-7%
Cc1cccn2c(=O)c3cc(C(=O)NC4CCCC4)c(=N)n(CCCN4CCOCC4)c3nc12	0%
O=C(CCc1ccccc1)NC(=S)Nc1cccc(C(=O)O)c1	-7%[76.3 µM]
COc1cccc(Nc2nc(C)nc3c2oc2ccccc23)c1	1%
NS(=O)(=O)c1ccc(NS(=O)(=O)c2ccc3c(c2)OCCO3)cc1	-5%
Cc1ccc(C(=O)Oc2ccc(/C=C3\C(=N)N4N=C(N5CCOCC5)SC4=NC3=O)cc2)cc1	-16%[76.3 µM]
CC(C)c1ccc(NS(=O)(=O)c2ccc3c(c2)NC(=O)CO3)cc1	-28%[76.3 µM]
CC(C)c1ccccc1NC(=O)CNCCOc1ccccc1F	-5%
COc1ccc(C)cc1NC(=O)C/C(C)=N/NC(=O)Cc1cccc2ccccc12	0%
CC1CCCCN1CCCNC(=O)c1ccc(NC(=O)C2=CSCCO2)cc1 (stereo not drawn)	-2%[76.3 µM]

An excerpt from above in order of molecular weight, descending:
SMILES	GAA glycogen
Cc1ccc(C(=O)Oc2ccc(/C=C3\C(=N)N4N=C(N5CCOCC5)SC4=NC3=O)cc2)cc1	-16%[76.3 µM]
CC1CCCCN1CCCNC(=O)c1ccc(NC(=O)C2=CSCCO2)cc1 (stereo not drawn)	-2%[76.3 µM]
COc1ccccc1/C=N/NC(=O)c1cccc(NC(=O)c2ccccc2C)c1	-5%[76.3 µM]

Assay outcomes (PubChem BioAssay)

This is a subset; the hit share may differ from the screen's.
